Assay outcomes (PubChem)
Calb biofilm kill – kills Candida albicans biofilms; C. albicans biofilm + clotrimazole, Alamar Blue; inhibition, % at 6 µM; hit rate 0.14% among 85,000;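 active = inhibition above 20%; inactive = inhibition below 20%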;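 also: preformed 24 hr biofilms exposed to compound for 48 hr; 0% = biofilm without compound and 100% = blank killed by clotrimazole plus chlorhexidine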
VCAM1 TNFa inh – reduces TNF alpha induced VCAM1 expression in HUVEC. inhibition, % at 2 µM. HUVEC TNFa-induced VCAM-1 immunofluorescence, high-content imaging. hit rate 0.48% among 95,000. AID 802;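 active = inhibition above the batch mean plus 3 SD, with images confirmed as a hit by eye, cut at about 37% in these data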;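 also: 0% = TNF-stimulated DMSO wells and 100% = unstimulated control wells; not every result past the cut was called active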
ERb SRC1 inh – ER-beta (human) coactivator binding inhibition; Q92731; TR-FRET ER-beta LBD / SRC1-Cy5 peptide binding; receptor agonist-loaded with 1 µM estradiol; inhibition, % at 25.6 µM; hit rate 1.3% among 86,000; AID 633;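 active = compounds whose percent inhibition of the receptor-coactivator binding signal exceeds about 50% in the single-dose screen, limit read from the data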;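 also: 0% = receptor plus peptide wells without compound and 100% = peptide-only wells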
TNFa cytotox – HUVEC cytotoxicity counter-screen, TNF alpha stimulated; HUVEC TNFalpha-stimulated, Hoechst cell count, imaging; cell count reduction, % at 2 µM; hit rate 0.17% among 93,000; AID 848;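 active = cell count reduction exceeding the screen mean by over 5 SD, scaled to untreated wells per plate, cut at about 78% in these data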;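 also: cells counted after 24 h of TNF alpha exposure following the 1 h pretreatment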
HUVEC tox IL1B – HUVEC cytotoxicity counter-screen, IL-1B stimulated; HUVEC cell count loss, Hoechst imaging; cell count reduction, % at 2 µM; hit rate 0.41% among 94,000; AID 845;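 active = cell count reduction more than 3 SD above the screen-wide mean, cut at about 70% in these data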;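 also: normalized per plate to untreated control cells as the no-loss baseline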
sEH inhibitor – blocks human soluble epoxide hydrolase activity | P34913 | hit rate 0.34% among 91,000 | recombinant human sEH enzymatic activity assay | AID 707 | inhibition, % at 2 µM; in the data active = inhibition above about 80%; also: values of inactives mirror those of a sister screen read the other way; many of its hits are not listed in these tables
sEH activator – activators of human soluble epoxide hydrolase; purified human sEH enzymatic activity, activator screen; activation, % at 2 µM; hit rate 0.04% among 91,000; AID 717; in the data active = activation above about 37%; also: values of inactives mirror those of a sister screen read the other way
Smad3 FoxH1 inh – blocks human Smad3 binding to FoxH1 peptide; P84022; TR-FRET Smad3/Dy647-FoxH1 peptide binding, europium anti-His; inhibition, % at 25 µM; hit rate 0.29% among 88,000; AID 630;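 active = compounds that reduce the energy-transfer binding signal between the protein and its labelled peptide by more than half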;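 also: 0% = Smad3 plus labelled peptide maximal FRET and 100% = peptide-only background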
Target sequence (P84022 whole entry, looked up): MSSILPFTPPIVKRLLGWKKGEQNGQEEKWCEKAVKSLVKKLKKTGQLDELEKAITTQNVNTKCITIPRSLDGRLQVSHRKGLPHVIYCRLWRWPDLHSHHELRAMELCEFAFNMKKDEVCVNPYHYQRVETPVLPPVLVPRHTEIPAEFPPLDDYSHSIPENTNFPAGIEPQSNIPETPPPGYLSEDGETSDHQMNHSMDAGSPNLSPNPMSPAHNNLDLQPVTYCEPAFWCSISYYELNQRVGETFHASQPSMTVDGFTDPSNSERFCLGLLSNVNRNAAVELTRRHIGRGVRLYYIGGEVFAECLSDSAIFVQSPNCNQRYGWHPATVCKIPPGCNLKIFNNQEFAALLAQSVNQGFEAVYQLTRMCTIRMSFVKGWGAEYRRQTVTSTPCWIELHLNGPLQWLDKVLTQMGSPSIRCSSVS
cytoskel mod – modifiers of cytoskeleton assembly; AID 836; HUVEC TNFa F-actin phalloidin imaging, high content; inhibition, % at 2 µM; hit rate 0.18% among 91,000;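 active = inhibition above the batch mean plus 3 SD and confirmed as a hit by visual image inspection, cut at about 30% in these data, passing the limit was not always enough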; also: strong numbers were not always called active
The depositor's hits bear a star; . = no result given; [ ] = dose if it differs, or a comment. This is a subset (hit frequency here may not be typical).

1	Cc1nn(Cc2ccccc2)c(C)c1NC(=O)c1cc(-c2ccc3c(c2)OCO3)on1
2	Cc1nc(CS(=O)(=O)c2ccc(Cl)cc2)cc(Sc2ccccc2Cl)n1
3	O=C(CN1CCN(Cc2ccccc2F)C1=O)NCc1cccnc1
4	O/N=C1\CC2(Cc3nonc31)OCCO2
5	C=CCc1cc(/C=C2/NC(=S)NC2=O)cc(OC)c1O
6	CCCCOC(=O)Nc1ccc2c(C)cc(=O)oc2c1
7	Cn1c(O)c(C2=c3ccccc3=NC2=O)sc1=Nc1ccc(Cl)cc1
8	CCOC(=O)C1C(=O)NC(SCC(=O)OC)=C(C#N)C1c1ccccc1OCC (stereo unspecified)
Assay by compound,1,2,3,4,5,6,7,8
Smad3 FoxH1 inh,7.0,.,1.7,0.4,.,5.8,0.6,1.1
TNFa cytotox,2.7,-15.9,-7.0,-9.5,0.0,-22.1,-16.6,-32.5
ERb SRC1 inh,6.4,.,-3.8,23.0,.,1.8,32.5,2.0[fluorescence artefact?]
cytoskel mod,0.9,44.4,5.0,24.0,-28.9,29.1,6.0,16.6
HUVEC tox IL1B,-4.7,-2.3,10.3,24.7,-54.0,-0.9,0.5,-12.7
VCAM1 TNFa inh,19.1,9.0,23.4,4.0,0.8,-9.7,-4.1,18.1
sEH inhibitor,-14.5,2.1,-1.3,-0.9,0.5,-6.9,-5.2,3.2
Calb biofilm kill,0.1,.,7.2,6.3,.,6.0,3.8,7.6
sEH activator,14.8,-1.1,1.3,1.6,0.2,5.6,8.6,-5.0

9	CCOc1ccc(-n2c(N)c(-c3nc4ccccc4[nH]3)sc2=S)cc1
10	COc1ccccc1C1N(c2ccc(F)cc2)C(=O)C2CCCN21 (stereo unspecified)
11	Cc1cc(C)c2c(n1)sc1c(=O)[nH]c(SCc3ccccc3)nc12
12	CCOC(=O)c1sc2nc(NC(=O)C3CC3)sc2c1C
13	Cn1c(SCC(=O)Nc2ccccc2)nnc1-c1ccc(NC(=O)CCc2ccccc2)cc1
14	CCCC(=O)N1CCc2cc(-c3nc(N)sc3C)ccc21
15	CC(C)(C)c1nnc(NC(=O)CN2C(=O)C3C4C=CC(C4)C3C2=O)s1 (stereo unspecified)
16	Cc1c(C(=S)Nc2ccccc2)cnn1-c1ccccc1
Assay by compound,9,10,11,12,13,14,15,16
Smad3 FoxH1 inh,6.6,1.3,.,-18.2,-8.0,-7.8,7.6,.
TNFa cytotox,-26.8,-0.9,-5.6,-22.7,18.2,.,-4.8,5.7
ERb SRC1 inh,11.5[fluorescence artefact?],-6.6,.,20.1,75.6*[fluorescence artefact?],-7.4[fluorescence artefact?],6.0,.
cytoskel mod,.,9.0,-2.6,-9.2,-4.7,11.5,36.1,8.3
HUVEC tox IL1B,-19.4,15.7,-24.1,8.3,25.8,20.2,-18.2,-11.9
VCAM1 TNFa inh,2.8,-1.0,5.0,22.3,-6.5,.,-1.5,18.8
sEH inhibitor,-1.4,5.9,-3.0,.,12.9,-3.7,22.8,-3.7
Calb biofilm kill,4.7,3.0,.,-2.7,6.2,-0.8,8.9,.
sEH activator,-2.9,-5.4,5.5,.,-10.8,5.0,-23.6,6.9

Entries listed so far containing a thiophene ring, fused or not (two):
11	Cc1cc(C)c2c(n1)sc1c(=O)[nH]c(SCc3ccccc3)nc12
12	CCOC(=O)c1sc2nc(NC(=O)C3CC3)sc2c1C
Assay by compound,11,12
Smad3 FoxH1 inh,.,-18.2
TNFa cytotox,-5.6,-22.7
ERb SRC1 inh,.,20.1
cytoskel mod,-2.6,-9.2
HUVEC tox IL1B,-24.1,8.3
VCAM1 TNFa inh,5.0,22.3
sEH inhibitor,-3.0,.
Calb biofilm kill,.,-2.7
sEH activator,5.5,.

Molecules shown so far that contain a halogen (four):
2	Cc1nc(CS(=O)(=O)c2ccc(Cl)cc2)cc(Sc2ccccc2Cl)n1
3	O=C(CN1CCN(Cc2ccccc2F)C1=O)NCc1cccnc1
7	Cn1c(O)c(C2=c3ccccc3=NC2=O)sc1=Nc1ccc(Cl)cc1
10	COc1ccccc1C1N(c2ccc(F)cc2)C(=O)C2CCCN21 (stereo unspecified)
Assay by compound,2,3,7,10
Smad3 FoxH1 inh,.,1.7,0.6,1.3
TNFa cytotox,-15.9,-7.0,-16.6,-0.9
ERb SRC1 inh,.,-3.8,32.5,-6.6
cytoskel mod,44.4,5.0,6.0,9.0
HUVEC tox IL1B,-2.3,10.3,0.5,15.7
VCAM1 TNFa inh,9.0,23.4,-4.1,-1.0
sEH inhibitor,2.1,-1.3,-5.2,5.9
Calb biofilm kill,.,7.2,3.8,3.0
sEH activator,-1.1,1.3,8.6,-5.4

Next records follow:
17	O=C(O)C1C2C=CC(C2)C1C(=O)NCCCn1ccnc1 (stereo unspecified)
18	COC(=O)CSc1ccc(-c2nc3ccc(C)cc3[nH]2)cn1
19	O=C(c1ccc(F)cc1)N1CCN(Cc2ccccc2Br)CC1
20	N#Cc1ccccc1CN1C(=O)S/C(=C/c2cccn2-c2ccc(C(=O)O)cc2)C1=O
21	CCc1ccc2oc(-c3cc(N)cc(C)c3O)nc2c1
22	COc1ccc(C2(CNC(C)=O)CCCC2)cc1OC
23	Cc1nc2nc(COc3ccccc3)[nH]n2c(=O)c1Cc1ccccc1
24	Cc1ccc2nc3sc(C(=O)N4CCOCC4)c(N)c3cc2c1
Assay by compound,17,18,19,20,21,22,23,24
Smad3 FoxH1 inh,2.5[fluorescence artefact?],.,8.1,.,4.0,-4.1,2.6,-14.6
TNFa cytotox,-42.0,-25.9,-10.2,-12.2,-7.1,-1.9,-5.9,-37.8
ERb SRC1 inh,-20.7,.,-3.9,.,-1.6,-3.7[fluorescence artefact?],-1.4,-5.8
cytoskel mod,15.2,16.9,-9.3,-15.3,12.3,2.6,10.0,18.5
HUVEC tox IL1B,-2.4,14.0,0.7,4.8,-45.2,32.3,-32.3,11.8
VCAM1 TNFa inh,10.0,-19.6,-3.4,-26.3,36.7,-8.7,19.1,1.8
sEH inhibitor,1.7,57.4,-5.5,4.8,-1.8,3.4,-8.2,6.2
Calb biofilm kill,1.6,.,4.7,.,-1.6,-0.3,7.3,4.5
sEH activator,2.1,-58.3,3.9,-2.7,4.4,-4.6,8.3,-5.2

25	COc1ccc(C(=O)NC(=S)NNC(=O)Cc2cccs2)cc1
26	CCc1ccc(OCC(=O)Nc2ccc3c(c2)COC3=O)cc1
27	CCOC(=O)c1c(-c2ccccc2)oc2ccc(OC(C)=O)cc12
28	COc1ccc2oc3ccc(OC)cc3c(=O)c2c1
29	COc1ccccc1-c1nc(C#N)c(NCc2ccc(F)cc2)o1
30	CN(CC(=O)NCCC1=CCCCC1)S(=O)(=O)c1ccc2c(c1)c(=O)n(C)c(=O)n2C
31	O=C(CSc1nc2ccccc2c(=O)[nH]1)c1cccs1
32	CSc1nc(C)cc(OCCNS(=O)(=O)c2ccc(C)cc2)n1
33	CCN(CC)CC(=O)NN=C(c1ccccc1)c1ccccc1
34	NCc1cccc(-n2cccn2)c1
35	CC/C(O)=C(\C#N)c1nnc2n1CCCCC2
Assay by compound,25,26,27,28,29,30,31,32,33,34,35
Smad3 FoxH1 inh,.,1.0,-4.0,.,-19.7[fluorescence artefact?],1.9,-0.8,-9.8[fluorescence artefact?],.,2.0,-5.2
TNFa cytotox,10.8,-13.0,-4.3,-15.6,-7.7,-2.6,-3.1,-3.9,-6.3,5.6,-17.2
ERb SRC1 inh,.,5.4,23.9,.,-4.4[fluorescence artefact?],14.3,16.0[fluorescence artefact?],20.5[fluorescence artefact?],.,-11.2,-2.8
cytoskel mod,2.2,16.3,5.3,-4.5,-19.4,0.8,7.8,0.5,-21.2,-13.4,42.1
HUVEC tox IL1B,0.9,20.1,-7.8,-53.9,-17.1,-14.8,-5.5,-7.5,6.5,34.0,-14.2
VCAM1 TNFa inh,15.9,-3.6,15.8,-19.5,12.8,5.0,10.0,1.5,0.3,7.5,-7.7
sEH inhibitor,0.3,-8.6,-0.1,-1.1,-0.9,3.9,-8.2,-15.2,-6.0,4.0,-7.9
Calb biofilm kill,.,-3.3,16.5,.,-2.2,6.2,9.0,-3.4,.,3.8,6.4
sEH activator,2.5,11.7,-0.3,-1.0,4.3,-4.7,8.5,18.9,5.0,-3.4,7.3
